AHR activator = activators of human aryl hydrocarbon receptor | 320,000 tested, 2.5% active | AID 2796 | activation, % at 5 µM | AHR-responsive luciferase reporter cells, luminescence | P35869; in the data active = activation above about 47%;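 note: 0% = vehicle wells and 100% = reference agonist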
ZTA DNA inh = counter-screen for EBNA-1 inhibitors: inhibitors of Epstein-Barr virus ZTA. ZTA-DNA binding, fluorescence polarization. 320,000 tested, 0.15% active. AID 2234. inhibition, % at 11 µM. P03206; in the data active = inhibition above about 33%
LAP4 TOR yeast = yeast TOR pathway LAP4-GFP modulation; S. cerevisiae LAP4-GFP multiplex, flow cytometry GFP, 3 h; median GFP as percent of DMSO wells; GFP response vs DMSO, % at 10 µM; 320,000 tested, 0.34% active; AID 2023;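 active = GFP response vs DMSO above a set limit, about the screen mean plus 3 SD, cut at about 150% in these data; inconclusive = under 70 cell events counted for the yeast strain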
proCasp7 act = activates human procaspase-7, counter-screen for procaspase-3 activators | AID 463210 | 330,000 tested, 0.093% active | P55210 | recombinant procaspase-7, Ac-DEVD-pNA absorbance 405 nm; D23A/D198A/D206A triple mutant, cannot self-cleave; scale: DMSO 0, 5 µM enzyme 100 | activation, % at 8.5 µM;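 active = percent activation above the screen-wide mean plus 3 SD, cut at about 25% in these data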
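Assay system – Uncleavable procaspase-7 mutant enzyme · Quantity – 2 µM procaspase-7 mutant as dispensed · Times – 1 h preincubation, 2 h reaction · Dosing – single nominal 8.5 µM compound dose, 0.8% DMSO final · Buffer or medium – Zinc-free 50 mM HEPES buffer, pH 7.4, with NaCl and Triton X-100 · Detection – Epi-absorbance of released pNA at 405 nm, two timepoints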
MEP2-GFP yeast = yeast TOR pathway MEP2-GFP modulation. S. cerevisiae MEP2-GFP strain, flow cytometry GFP, 3 h; 100% = DMSO control level. GFP response vs DMSO, % at 10 µM. 330,000 tested, 0.51% active. AID 2016;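 active = GFP response versus DMSO above a set limit, roughly screen mean plus 3 SD, cut at about 180% in these data; inconclusive = fewer than 70 cells counted for a yeast strain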;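 note: median GFP fluorescence of the barcode-gated MEP2-GFP cells per well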
procasp3 activ = procaspase-3 (human) activation; recombinant procaspase-3 D3A, Ac-DEVD-pNA absorbance 405 nm; activation, % at 8.5 µM; 330,000 tested, 0.11% active;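 active = activation above the mean of all tested compounds plus 3 SD, cut at about 21% in these data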;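 note: 0% = DMSO alone and 100% = DMSO wells spiked with extra 5 µM PC-3 D3A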
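Assay system – Procaspase-3 D3A mutant, all three cleavage aspartates alanine · Controls – DMSO-only low control, 5 µM PC-3 D3A high control · Schedule – 1 h compound preincubation, 2 h substrate hydrolysis at 25 °C · Signal – 405 nm absorbance of p-nitroaniline, reads at 0 and 120 min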
RPL19A-GFP yeast = alters RPL19A-GFP fluorescence in TOR pathway yeast screen | S. cerevisiae RPL19A-GFP strain, flow cytometry, 3 h; hits give low values | percent response vs DMSO, % at 10 µM | 330,000 tested, 0.3% active;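 active = percent response vs DMSO below 50%; inconclusive = fewer than 70 events counted for the yeast strain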;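 note: median channel GFP fluorescence of the barcoded RPL19A-GFP strain; ratio of sample median GFP to plate DMSO average so 100% = DMSO; lower means less RPL19A-GFP as with rapamycin TOR inhibition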
EBNA-1 inhibitor = blocks EBNA-1 binding to DNA; EBNA-1 DNA binding, fluorescence polarization; inhibition, % at 14.8 µM; 300,000 tested, 0.34% active; in the data active = inhibition above about 28%
An asterisk follows results filed as active; ? = inconclusive; nt = no result given; & = joins results of further samples; [ ] = another dose, or the depositor's remark. A portion of the library (hit frequency here may not be typical).

Below each SMILES: AHR activator | ZTA DNA inh | LAP4 TOR yeast | proCasp7 act | MEP2-GFP yeast | procasp3 activ | RPL19A-GFP yeast | EBNA-1 inhibitor
(1) CN1C(=O)/C(=C/c2ccc(N3CCCCCC3)o2)C(=O)NC1=S
    12 | 13 | 109 | 0 | 98 | -5 | 98 | 3
(2) COc1cc(O)c(C(=O)O)c(-c2cc(O)c(O)cc2C)c1
    1 | -6 | 105 | -34 | 106 | -21 | 100 | 1
(3) CN(C)CCN(CC1CCCN(Cc2ccccc2F)C1)C(=O)Cc1ccc(F)c(F)c1 (configuration not stated)
    -1 | 10 | 89 | 8 | 106 | 16 | 101 | 7
(4) Cc1ccccc1N1C(=O)NC(=O)/C(=C\c2cc(C)n(C)c2C)C1=O
    3 | 14 | 106 | -14 | 106 | -1 | 100 | 7
(5) C=CCn1c(O)c(/C=C/C=Nc2ccccc2)c(=O)[nH]c1=O
    -2 | -19 | 108 | -27 | 132 | -21 | 107 | -5
(6) O=C(c1ccc2nc(-c3ccco3)c(-c3ccco3)nc2c1)N1CCC2(CC1)OCCO2
    0 | 21 | 97 | -22 | 97 | -7 | 100 | 7
(7) CC(=O)NC(Cc1ccc(N(CCCl)CCCl)cc1)C(=O)NC(CC(C)C)C(=O)O (configuration not stated)
    1 | -2 | 97 | 1 | 93 | -11 | 99 | 5
(8) CCCCC(C)C(OC(=O)CC(CC(=O)O)C(=O)O)C(CC(C)CC(O)CCCCC(O)CC(O)C(C)N)OC(=O)CC(CC(=O)O)C(=O)O (configuration not stated)
    0 | 0 | 102 | 4 | 104 | 17 | 100 | -2
(9) COC(=O)c1cc(C(O)(C(=O)OC)C(F)(F)F)c(/N=C/N(C)C)s1 (configuration not stated)
    -1 | 2 | 99 | 7 | 101 | -4 | 101 | -13
(10) Cc1ccc(C(=O)N[C@@H](C)CN2C3=NC[C@@H](Cc4ccccc4)N3C[C@H]2Cc2ccc(O)cc2)cc1Br
    6 | 1 | 107 | 11 | 97 | 0 | 102 | 6
(11) Cc1ccccc1[N+](=O)[O-]
    -1 | -6 | 111 | -2 | 103 | 8 | 103 | nt
(12) O=c1[nH]c(=O)n(-c2ccc(Cl)cc2)c(O)c1C=Nc1ccc(S(=O)(=O)Nc2nccs2)cc1
    1 | 8 | 106 | 0 | 110 | -2 | 104 | 2
(13) Cn1nc(-c2ccc(OCC(=O)N3CCN(Cc4ccccc4)CC3)cc2)c2ccccc2c1=O
    -3&-1 | 1&-11 | 102&103 | -3&11 | 108&105 | 4&8 | 111&104 | 11&-3
(14) CN(C)C(=O)Oc1cc(OC(=O)N(C)C)cc(C(O)CNC(C)(C)C)c1 (configuration not stated)
    -3&0 | -5&-19 | 117&109 | -1&5 | 101&99 | 5&3 | 106&101 | 2&-7
(15) O=C(c1ccco1)c1cn(Cc2ccccc2Cl)c2ccccc12
    2 | 11 | 106 | 1 | 104 | -1 | 102 | 7
(16) COC1=CC=C2[C@H]3Cc4ccc(OC)c5c4[C@@]2(CCN3C)C1O5 (some centres not stated)
    -1 | nt | 115 | 5 | 106 | 12 | 98 | nt
(17) C=CCn1c(O)c(C(C)=NC2CCN(Cc3ccccc3)CC2)c(=O)[nH]c1=O
    1 | 4 | 102 | 7 | 95 | -6 | 98 | 2
(18) Nc1cc(N2CCNCC2)c([N+](=O)[O-])cc1Cl
    -1 | -1 | 95 | -1 | 105 | -2 | 107 | 1
(19) CC/C=C/CC(=O)N[C@@H](c1ccccc1)[C@@H](O)C(=O)O[C@H]1C[C@@]2(O)[C@@H](OC(=O)c3ccccc3)C3[C@](C)(C(=O)[C@H](OC(C)=O)C(=C1C)C2(C)C)[C@@H](O)C[C@H]1OC[C@@]31OC(C)=O (some centres not stated)
    2 | 4 | 105 | 5 | 104 | 4 | 98 | -2
(20) Cc1c(C(=O)C(=O)N2CCC3(CC2)OCCO3)c2ccccc2n1C
    0 | -6 | 97 | 7 | 99 | 1 | 103 | -13
(21) C[C@@H]([C@@H](O)c1ccccc1)N(C)C(=O)Cc1ccccc1
    2 | 8 | 103 | 1 | 94 | 6 | 98 | -1
(22) Cc1ccc(-n2c(O)c(/C=N/NC(=O)c3ccncc3)c(=O)[nH]c2=O)cc1
    15 | -17 | 100 | -15 | 104 | -9 | 102 | 6
(23) Cc1cccnc1-n1c(-c2ccccc2)nc2ccccc2c1=O
    6 | -7 | 87 | 3 | 93 | -10 | 97 | 4
(24) CCCCn1c(O)c(C(C)=NCCc2ccccc2)c(=O)[nH]c1=O
    -4 | 4 | 94 | -10 | 100 | -6 | 97 | 5
(25) C=CC(=O)NCNC(=O)C=C
    -1 | -11 | 116 | 3 | 98 | 3 | 99 | nt
(26) COc1ccc(Cn2c(N)c(C(=O)NCc3ccco3)c3nc4ccccc4nc32)cc1OC
    1 | -7 | 92 | -16 | 90 | 6 | 88 | 3
(27) CC(C)N(CC(O)c1cccc([N+](=O)[O-])c1)C(C)C (configuration not stated)
    2 | 10 | 98 | 0 | 95 | 4 | 96 | 6
(28) COC(=O)c1ccccc1N=Cc1c(O)[nH]c(=O)[nH]c1=O
    0 | -28 | 100 | -13 | 107 | 11 | 103 | -10
(29) O=C(CN1CC=C(c2ccccc2)CC1)NC(=O)NCc1ccccc1
    2 | 2 | 93 | 18 | 93 | 8 | 91 | -9
(30) O=C1CC(=O)N(c2ccccc2)C(=O)N1c1ccccc1
    -1 | -6 | 96 | -3 | 110 | 4 | 100 | -3
(31) COCCNC(=O)N1[C@H]2CC[C@@H]1C(C(=O)OC)=C(c1ccc(-c3ccccc3)c(F)c1)C2
    0 | 1 | 98 | 8 | 91 | 2 | 95 | nt
(32) CN1CCCN(C(=O)COc2cccc(C(F)(F)F)c2)CC1
    0 | 0 | 90 | 3 | 106 | 9 | 98 | -4
(33) O=C(c1cc(-c2ccc(Cl)cc2)n(-c2ccc(Cl)cc2Cl)n1)N1CCOCC1
    -1 | 19 | 102 | 8 | 104 | -6 | 102 | 1
(34) COC(=O)C1=C(c2ccccc2OCc2ccccc2)C[C@@H]2CC[C@H]1N2C(=O)NCc1ccc(OC)cc1
    -1 | 2 | 98 | 12 | 88 | -1 | 93 | nt
(35) Cc1ccc(-n2c(C)cc(/C=C3/C(=O)NC(=O)N(C)C3=O)c2C)cc1
    -1 | 10 | 67[may fluoresce violet] | -1 | 281*[may fluoresce violet] | 3 | 29*[may fluoresce violet] | 6
(36) Cc1cc(O)c2c(c1)OC(C)(C)C1=C2CC(C)CC1 (configuration not stated)
    16 | -7 | 72[may fluoresce violet] | 10 | 77[may fluoresce violet] | -1 | 78[may fluoresce violet] | 6
(37) CN1C(=O)N(C)C(=O)C2(Cc3cc(NC(=O)c4ccccc4Cl)ccc3N3CCCC32)C1=O (configuration not stated)
    -2 | 0 | 96 | -5 | 102 | 5 | 101 | -7
(38) Clc1ccc2c(c1)C(c1ccccc1Cl)=NCc1nnc(N3CCN(CCSc4ccccc4)CC3)n1-2
    1 | 4 | 109 | 0 | 93 | 3 | 93 | -6
(39) CN(C(=O)Oc1ccc([N+](=O)[O-])cc1)c1ccccc1
    -3 | -10 | 98 | 1 | 97 | 7 | 102 | 3
(40) O=c1oc2ccccc2c(O)c1[C@H]1c2ccc(O)cc2Oc2c1c(=O)oc1ccccc21
    0 | 14 | 243* | 2 | 92 | 5 | 98 | 3
(41) COc1ccc(N/N=C/c2c(O)n(-c3cccc(C)c3)c(=O)[nH]c2=O)cc1
    -3 | -10 | 88 | -11 | 104 | -2 | 93 | -4
(42) CSc1ncc(/C=C2/C(=O)NC(=O)N(c3ccc(C)cc3)C2=O)cn1
    3 | 13 | ? | -7 | ? | -11 | ? | 12
(43) Cc1c(/C=N/O)c2ccccc2n1C
    17 | 14 | 109 | 4 | 106 | 7 | 99 | 2
(44) CC1CCN(CC(=O)c2ccccc2Cl)CC1
    7 | -6 | 97 | 12 | 106 | 0 | 105 | 13
(45) CCCc1[nH]nc2c1C1(C(=O)N(CC(N)=O)c3ccccc31)C(C(=O)OC)=C(N)O2 (configuration not stated)
    5 | -11 | 109 | 8 | 106 | -4 | 100 | 5
(46) O=C(CN1CCCC1=O)Nc1ccccc1
    -2 | 11 | 108 | -4 | 99 | -3 | 106 | 1
(47) COC(=O)NC(=C(Cl)Cl)P(=O)(c1ccccc1)c1ccccc1
    1 | 12 | 111 | 8 | 109 | 8 | 107 | -6
(48) Cc1cccc(C(=O)NC(Oc2ccccc2)C(Cl)(Cl)Cl)c1 (configuration not stated)
    50* | 1 | 99 | 7 | 100 | 2 | 103 | 8
(49) O=C1NC(=S)N(c2ccc(F)cc2)C(=O)/C1=C/c1ccccc1O
    3 | 0 | 104 | -13 | 101 | -18 | 101 | -10
(50) CN1C(=O)/C(=C\c2ccc(Br)s2)C(=O)NC1=S
    -1 | 1 | 125 | -10 | 89 | 2 | 96 | -5
(51) CC(=O)N(C)CC#CCN1CCC(O)CC1
    3 | -11 | 119 | 13 | 95 | -3 | 96 | 6
(52) CC1CCC(NCCc2ccc3c(c2)OCO3)CC1 (configuration not stated)
    3 | -22 | 98 | -3 | 102 | 2 | 101 | -5
(53) CN1C(=O)NC(=O)/C(=C\C=C\c2ccccc2[N+](=O)[O-])C1=O
    46 | 16 | 193* | -4 | 98 | -3 | 94 | 15
(54) CCOP(=O)(Cc1ccc(C(=O)CC)o1)OCC
    -1 | 22 | 108 | 2 | 99 | -2 | 98 | 1
(55) COc1cc(Br)cc(CN2CCN(C)CC2)c1O
    -1 | 9 | 102 | -1 | 97 | 2 | 99 | -1
(56) CCN(CC)P(c1n(C)cc[n+]1C)N(CC)CC
    9 | 3 | 95 | -2 | 98 | 2 | 100 | 1
(57) CC(=O)Nc1ccc(S(=O)(=O)NC(CC(=O)N2CCC3(CC2)OCCO3)C(C)C)cc1 (configuration not stated)
    3 | 4 | 95 | 1 | 102 | -4 | 99 | -6
(58) CC[C@H]1CN2CCC1C[C@H]2[C@H](O)c1ccnc2ccc(OC)cc12 (some centres not stated)
    17 | 12 | 127 | 5 | 98 | 4 | 99 | 7
(59) O=C(c1ccccc1F)c1cn(CC(=O)N2CCOCC2)c2ccccc12
    -4 | -14 | 103 | -6 | 106 | 0 | 105 | -12
(60) CCn1cc(CN2CCCC(C(=O)c3cccc(OC)c3)C2)c(C)n1 (configuration not stated)
    1 | -8 | 100 | 4 | 100 | 3 | 103 | -8
(61) COc1ccc(S(=O)(=O)NCc2ccc(C(=O)N3CCC4(CC3)OCCO4)cc2)cc1
    0 | 12 | 105 | 3 | 101 | 7 | 97 | -1
(62) CC(C)C(=O)c1cn(Cc2ccc(C#N)cc2)c2ccccc12
    2 | 13 | 102 | 13 | 98 | 2 | 96 | 16

Laid out differently: entries from further up
32) CN1CCCN(C(=O)COc2cccc(C(F)(F)F)c2)CC1
33) O=C(c1cc(-c2ccc(Cl)cc2)n(-c2ccc(Cl)cc2Cl)n1)N1CCOCC1

Assay by compound	32	33
AHR activator	0	-1
ZTA DNA inh	0	19
LAP4 TOR yeast	90	102
proCasp7 act	3	8
MEP2-GFP yeast	106	104
procasp3 activ	9	-6
RPL19A-GFP yeast	98	102
EBNA-1 inhibitor	-4	1

High-throughput results: PubChem BioAssay, several laboratories
